PI5P4Ka inh: qHTS for Inhibitors of phosphatidylinositol 5-phosphate 4-kinase (PI5P4K). Phosphatidylinositol 5-phosphate 4-kinase type-2 alpha (Homo sapiens), P48426. PI5P4Kalpha enzyme, ADP-Glo luminescence, 60 min; stronger effect = lower value. max response, %. actives 1.2% (n = 330,000). AID 652105, 2013; active = max response of -50% or lower; inconclusive = between -30% and -50%; inactive = -30% or higher; also: value at the top dose of about 77 µM; % is scaled to controls: 0 for no effect and ±100 for the full control effect
Target sequence (P48426 whole entry, looked up): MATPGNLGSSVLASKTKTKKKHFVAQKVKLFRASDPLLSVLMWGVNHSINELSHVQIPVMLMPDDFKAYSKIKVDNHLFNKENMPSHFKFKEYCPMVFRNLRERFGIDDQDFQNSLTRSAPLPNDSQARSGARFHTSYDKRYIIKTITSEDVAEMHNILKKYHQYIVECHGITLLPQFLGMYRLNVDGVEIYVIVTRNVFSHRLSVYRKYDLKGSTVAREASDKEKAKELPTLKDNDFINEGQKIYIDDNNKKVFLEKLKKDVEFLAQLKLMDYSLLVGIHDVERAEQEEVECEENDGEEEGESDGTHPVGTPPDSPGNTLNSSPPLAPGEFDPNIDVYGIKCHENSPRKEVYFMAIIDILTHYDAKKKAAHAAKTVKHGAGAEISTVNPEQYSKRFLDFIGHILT
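Quantitative HTS of the MLSMR library against PI5P4Kalpha with substrate. ATP added last at 5 microM final; room temperature, 60 minutes. Remaining ATP depleted, ADP converted and read as luminescence.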
PLK1 PBD block: qHTS for Inhibitors of PLK1-PDB (polo-like kinase 1 - polo-box domain): Primary Screen. Potency, µM, inactives show max response, negative = inhibition, usual class: inhibitors. Plk1 PBD binding of FITC phosphopeptide, fluorescence polarization. actives 2.8% (n = 360,000). Serine/threonine-protein kinase PLK1 (Homo sapiens), P53350; also: potency is read from the fitted curve at half-maximal effect; series mostly up to about 57 µM; % is scaled to controls: 0 for no effect and ±100 for the full control effect; nearly all actives have a fitted effect of over 65% in size
Target sequence (P53350 whole entry, looked up, the tested form may be a part): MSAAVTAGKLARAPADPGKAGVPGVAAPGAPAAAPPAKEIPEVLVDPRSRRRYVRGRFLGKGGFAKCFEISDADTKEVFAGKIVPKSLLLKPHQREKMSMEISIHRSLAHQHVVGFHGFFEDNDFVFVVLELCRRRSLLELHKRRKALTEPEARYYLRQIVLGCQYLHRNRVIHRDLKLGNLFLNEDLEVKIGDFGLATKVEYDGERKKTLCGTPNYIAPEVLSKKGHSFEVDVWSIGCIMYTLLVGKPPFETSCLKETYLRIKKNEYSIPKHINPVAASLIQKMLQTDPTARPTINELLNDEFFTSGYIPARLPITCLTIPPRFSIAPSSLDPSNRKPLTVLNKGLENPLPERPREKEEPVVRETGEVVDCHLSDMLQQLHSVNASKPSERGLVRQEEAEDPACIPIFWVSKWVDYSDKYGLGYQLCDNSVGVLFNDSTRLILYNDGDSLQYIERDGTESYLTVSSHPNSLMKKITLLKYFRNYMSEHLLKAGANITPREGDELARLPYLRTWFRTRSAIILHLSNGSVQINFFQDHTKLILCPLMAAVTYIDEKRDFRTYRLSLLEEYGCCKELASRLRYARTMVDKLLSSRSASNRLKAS
Abeta rescue: qHTS for compounds that reverse cellular toxicity of Amyloid beta (A-beta) peptide in yeast: Primary Screen | yeast expressing A-beta42, growth rescue, OD600, 48 h; response scale: 0% DMSO, 100% iron-clioquinol control | AID 1347071, 2019 | Potency, µM (series often up to 46.1 µM), inactives show at the top dose growth rescue, actives largely listed as activators | actives 0.063% (n = 410,000); also: potency is read from the fitted curve at half-maximal effect; nearly all actives have a fitted effect of over 55% in size
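Yeast growth medium received pinned compounds, then yeast cells expressing toxic A-beta were added; plates incubated at 30 C for 48 hr. Growth read as absorbance at 600 nm, normalized to DMSO and equimolar FeCl3 plus clioquinol controls.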
IL-2 act: qHTS of IL-2 Activators | IL-2 activation reporter assay, cell-based qHTS; stimulated with anti-CD3/CD4/CD28 beads; in transgenic mouse T cells | activation, % (series mostly up to about 46 µM) | actives 0.065% (n = 360,000) | AID 652025, 2013; in the data active = activation above about 50%; inconclusive = mostly about 30% to 49%; also: 0% is about no effect
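EGFP and DsRed fluorescence is measured by plate cytometry in unstimulated transgenic mouse T cells exposed to compound for 60 minutes, then stimulated 18 hours at 37 degrees C with anti-CD3/anti-CD4 beads plus anti-CD28.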
WRN inhibitor: qHTS for Inhibitors of WRN Helicase; Bifunctional 3'-5' exonuclease/ATP-dependent helicase WRN (Homo sapiens), Q14191; WRN helicase unwinding, fluorescent forked duplex, kinetic; Potency, µM (doses to about 114 µM), for the others: at the highest dose activity change, negative = inhibition, hits mostly inhibitors; actives 0.46% (n = 360,000); also: potency is read from the fitted curve at half-maximal effect; % is scaled to controls: 0 for no effect and ±100 for the full control effect; nearly all actives have a fitted effect of over 55% in size
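Primary qHTS, 1536-well format. 20 nM WRN + compound, 15 min RT; start with 100 nM forked fluorophore/quencher duplex, 2 mM ATP (final); kinetic read ex 525/em 598 nm.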
FUS suppressor: qHTS for Suppressors of FUS Proteinopathy: Primary screen using FUS-linked yeast assay | AID 1347120, 2019 | actives 0.24% (n = 390,000) | S. cerevisiae FUS-expressing, growth rescue, OD600, 24 h | Potency, µM (titrated, usually from 76.6 µM), without a hit: at the top dose growth rescue (activation), most hits filed as activators;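 also: potency is read from the fitted curve at half-maximal effect; plate controls were DMSO vehicle for no effect and reference control for full effect; nearly all actives have a fitted effect of over 55% in size; some results filed as inactive show a strong effect at the top dose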
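Cultures pregrown in 2.5% raffinose medium are shifted to minimal medium containing 2% galactose to express toxic FUS. Compounds are tested at several concentrations. After 24hr at 30C, growth is quantified at 600 nm absorbance.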
EPAC1 antag: qHTS for Antagonist of cAMP-regulated guanine nucleotide exchange factor 3 (EPAC1): primary screen. Potency, µM (doses to about 115 µM), for inactives: top-dose activity change, negative = inhibition, usual class: inhibitors. Rap guanine nucleotide exchange factor 3 (Homo sapiens), O95398. actives 0.14% (n = 360,000). EPAC1 GEF assay, Rap1b-BODIPY-GDP exchange fluorescence;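 also: potency is read from the fitted curve at half-maximal effect; plate controls were vehicle for no effect and positive control for full effect; nearly all actives have a fitted effect of over 50% in size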
EPAC1 agonist: qHTS for Agonist of cAMP-regulated guanine nucleotide exchange factor 3 (EPAC1): primary screen | AID 720707, 2013 | Rap guanine nucleotide exchange factor 3 (Homo sapiens), O95398 | actives 0.073% (n = 360,000) | Potency, µM (series often up to 154 µM), inactives show at the top dose activation, usual class: activators | EPAC1 agonist qHTS, biochemical assay; response scale: 100% = response to 6.5 mM cAMP; also: potency is read from the fitted curve at half-maximal effect; nearly all actives have a fitted effect of over 60% in size
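Read-out is the fluorescence drop as BODIPY-GDP leaves Rap1B (480 nm excitation, 540 nm emission), recorded every 5 minutes over 30 minutes. Reactions held 100 nM EPAC1, 250 nM Rap1B–BODIPY-GDP and 50 uM GDP, with 6.5 mM cAMP setting full activation.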
* = called active by the depositor; ? = inconclusive; / = not tested or not shown; & = joins results of further samples; [ ] = remark or other dose. Unless noted, calls follow the shape of the dose curve; as a rule, active = well fitted curve in the direction sought with a large enough effect; inconclusive = small, poorly fitted or top-dose-only effect, or another doubt; inactive = no such curve, though single readings can be large; an effect the other way counts as inactive or inconclusive.

Every second line gives: PI5P4Ka inh	PLK1 PBD block	Abeta rescue	IL-2 act	WRN inhibitor	FUS suppressor	EPAC1 antag	EPAC1 agonist
O=C(C1CCCCC1)N(Cc1nc2sc3c(c2c(=O)[nH]1)CCCC3)Cc1cccs1
→ 1	-4%	9%	-0.4	-4%	26%	-15%	17%
Cc1ccccc1-c1nnc(SCc2ccccc2)o1
→ 12	1%	13%	-3.2	1%	-2%	-4%	8%
Cc1ccc2c(c1)nnn2C1CCN(CC(=O)N2c3ccccc3CC2C)CC1 (centres undefined)
→ /	-4%	10%	-0.9	-6%	25%	-2%	-7%
CN(CCOc1ccc(Cl)cc1)C(=O)c1ccc(S(=O)(=O)N2CCOCC2)cc1
→ 3	-9%	12%	5.6	-7%	18%	2%	10%
COc1ccc(-c2cc(-c3nnc(COC(=O)C4CC4C)o3)c3ccccc3n2)cc1OC (centres undefined)
→ -1	-5%	0%	-2.8	-6%	/	-12%	1%
Cc1cc(C)c(S(=O)(=O)NCCCn2ccnc2)c(C)c1
→ 3	-3%	12%	0.3	-1%	/	-13%	-2%
CC(C)C(=O)Nc1c(O)c2ccccc2[nH]c1=O
→ -2	-6%	28%	-0.6	3%	1%	15%	15%
Cc1ccc(S(=O)(=O)NCc2ccccc2)cc1C(=O)N1CCN(S(=O)(=O)c2ccccc2)CC1
→ 11	0%	-6%	-1.5	-3%	-3%	3%	-1%
CCC(Sc1nc(C)cc(C)n1)C(=O)O (centres undefined)
→ /	0%	8%	-1.9	-6%	11%	21%	-3%
Cc1ccc(N2C(=O)C3C(C2=O)C(C(=O)c2ccc(Cl)cc2)N2CCCC32)cc1 (centres undefined)
→ -3	-25%	-19%	2.2	6%	-13%	-1%	-2%
CC(C)(C)NC(=O)CC(CC(=O)O)c1ccccc1 (centres undefined)
→ -4	-2%	1%	1.6	-4%	-8%	-6%	11%
O=C(COC(=O)Cc1ccc(S(=O)(=O)N2CCOCC2)s1)Nc1ccc(OC(F)F)cc1
→ -23	-1%	16%	4.8	-32%	28%	-11%	-8%
COc1cc(C(=O)NCc2cccc3ccccc23)cc(Cl)c1OC
→ /	-10%	-28%	-0.6	-11%	41%	-17%	1%
O=C1CC(c2ccccc2)CC(O)=C1C=NC1CCCC1 (centres undefined)
→ /	-2%	-19%	3.5	-10%	-10%	-4%	5%
CC(=N)C1=C(O)CC(C)(C)CC1=O
→ -9	-11%	2%	0.0	3%	-12%	3%	11%
N=C1C(c2ccccc2)=C(O)CN1c1cccc(S(=O)(=O)N2CCOCC2)c1
→ -3	17µM*	6%	-4.5	-1%	-3%	22%	-6%
Cc1cc(C(F)(F)F)n2ncc(-c3ccc(F)cc3)c2n1
→ 0	-7%	-14%	-1.3	1%	4%	-21%	10%
CCOC(=O)C1=C(C)NC(=S)NC1C (centres undefined)
→ 2	0%	5%	-1.7	-3%	-27%	-15%	-2%
C/C(=N\NC(=O)C1CCCN(S(=O)(=O)c2ccccc2)C1)c1cccnc1 (centres undefined)
→ 0	-3%	2%	0.1	1%	13%	-1%	-10%
CCn1cc(C2=NC(CC(C)C)CO2)c2ccccc21 (centres undefined)
→ 19	1%	2%	-5.8	-4%	8%	-18%	-4%
c1ccc(Cn2nnc(-c3ccccc3)n2)cc1
→ 1	-3%	-1%	-0.1	-2%	-2%	-4%	7%
CSc1nsc(SC)c1C(=O)N1CCN(S(=O)(=O)c2ccc(C)cc2)C1C (centres undefined)
→ 5	-12%	-27%	0.1	1%	37%	-3%	3%
CS(=O)(=O)N1CCN(CC(=O)NC2CCCC2)CC1
→ 1	-3%	-14%	-0.2	-6%	-21%	0%	10%
COc1ccccc1C1(CC(=O)O)CCOC(C)(C)C1 (centres undefined)
→ 3	-7%	-7%	-1.4	-19%	/	3%	-1%
COc1cccc(C2(c3cccc(OC)c3)CC2C(=O)Nc2ccccc2Cl)c1 (centres undefined)
→ 4	2%	9%	-4.8	0%	-4%	-8%	7%
CC(=O)Nc1cc2nn(-c3ccccc3)nc2cc1C
→ -4	2%	-7%	-1.7	6%	-9%	4%	-9%
Cc1ccc(F)c(S(=O)(=O)NC(=O)C2(C)CCN2C(=O)c2ccc(C3CCCCC3)cc2)c1 (centres undefined)
→ -1	-14%	-24%	0.2	-6%[57.1 µM]	17%	-28%	-10%
CCOc1cccc(C(=O)Nc2ccc3[nH]ncc3c2)c1
→ 0	-10%	9%	3.7	-29%	2%	-6%	6%
O=C(CSc1ncnc2c1oc1ccccc12)Nc1cccc(C(F)(F)F)c1
→ 6	2%	-1%	-4.5	-1%	-1%	-17%	-13%
COc1cc(CN2CCN(Cc3cn(C)c4ccccc34)CC2CCO)cc(OC)c1 (centres undefined)
→ -5	2%	11%	1.2	7%	1%	16%	9%

Part of the list above in order of molar mass, descending:
Every second line gives: PI5P4Ka inh	PLK1 PBD block	Abeta rescue	IL-2 act	WRN inhibitor	FUS suppressor	EPAC1 antag	EPAC1 agonist
CSc1nsc(SC)c1C(=O)N1CCN(S(=O)(=O)c2ccc(C)cc2)C1C (centres undefined)
→ 5	-12%	-27%	0.1	1%	37%	-3%	3%
C/C(=N\NC(=O)C1CCCN(S(=O)(=O)c2ccccc2)C1)c1cccnc1 (centres undefined)
→ 0	-3%	2%	0.1	1%	13%	-1%	-10%
CS(=O)(=O)N1CCN(CC(=O)NC2CCCC2)CC1
→ 1	-3%	-14%	-0.2	-6%	-21%	0%	10%
CCn1cc(C2=NC(CC(C)C)CO2)c2ccccc21 (centres undefined)
→ 19	1%	2%	-5.8	-4%	8%	-18%	-4%

Later entries.
Every second line gives: PI5P4Ka inh	PLK1 PBD block	Abeta rescue	IL-2 act	WRN inhibitor	FUS suppressor	EPAC1 antag	EPAC1 agonist
CC(C)C(=O)Nc1c(-c2ccccc2F)c(=O)c2ccccc2n1C
→ 0	5%	1%	-0.5	8%	-23%	-1%	-1%
Cc1ccc(S(=O)(=O)NNC2=NCCCCC2)cc1
→ -4	-11%	-20%	1.9	?	18%	-13%	5%
CCOC(=O)c1c(C)n(C)c2ccc(OC(C)C(=O)OC)cc12 (centres undefined)
→ -1	-2%	-41%[inhibitor]	-1.3	-8%	14%	-3%	-6%
Cc1cc(C(=O)NNC(=S)NCc2ccco2)n(C)n1
→ -3	21µM*	7%	0.0	-4%	13%	-3%	1%
COc1cccc(Cn2cccc(NC(=O)Nc3ccc(C#N)cc3)c2=O)c1
→ /	-8%	16%	-0.9	-8%	22%	-7%	10%
CC1(C(=O)NCc2ccc3c(c2)OCO3)CCN1C(=O)CC1CCCC1 (centres undefined)
→ -3	1%	-3%	-0.5	-6%[57.1 µM]	-6%	-5%	-6%
Cc1nn(Cc2ccccc2)c(C)c1NC(=O)c1noc2c1CCc1ccccc1-2
→ 1	2%	-1%	-4.4	-2%	-2%	7%	-3%
CC(C)C(CCN1C(=O)c2ccccc2C1=O)c1ccco1 (centres undefined)
→ -3	0%	13%	-1.1	2%	-2%	2%	-3%
COc1cc(-c2nc3ccc4ccccc4c3c3c2CCC3)ccc1O
→ 32	1%	-7%	-0.4	-4%	-4%	-13%	7%
CC(c1ccccc1)N1C(=O)c2ccc(C(=O)Nc3ccccc3C(=O)O)cc2C1=O (centres undefined)
→ ?	24µM*	-1%	-3.6	-16%	?	?	0%
COc1ccc(S(=O)(=O)N2CCN(C(=O)c3c(C)nn(-c4ccccc4)c3Cl)CC2)cc1
→ -4	-10%	-16%	-0.2	-2%	25%	-13%	4%
COc1ccc(C(=O)CCNc2ccc(C)c(Cl)c2)cc1
→ 12	-11%	-20%	-2.8	12%	/	-4%	3%
O=c1c2ccccc2nc(COc2ccccc2)n1/N=C/c1ccc(O)cc1O
→ 3	0%	-21%	1.3	-5%	5%	-16%	6%
CCNc1nc(OC)nc(SCC(N)=O)n1
→ -4	1%	12%	0.4	-1%	-15%	4%	10%
CCOC(=O)C1CCCN(C(=O)c2ccc3c(c2)N(Cc2ccccc2)C(=O)c2ccccc2S3=O)C1 (centres undefined)
→ -6	-1%	-16%&-10%	3.7	4%	17%&43%	25%	-10%
COc1ccc(CCC(=O)Nc2ccc3c(c2)OCO3)cc1OC
→ -4	-4%	0%	-0.9	0%	9%	-25%	7%
CCCNC(=O)c1ccc(COc2ccc(C)cc2)o1
→ -5	-14%	0%	-0.7	-5%	-19%	-11%	6%
COc1ccc(CN2CCN(c3ncccn3)CC2)c(OC)c1
→ -2	-9%	-10%	0.0	-4%	17%	5%	0%
Cc1c(Br)c(C(N)=O)nn1C
→ /	-1%	5%	0.0	-3%	11%	0%	19%
N/C(=N\OC(=O)c1ccc(F)cc1)c1ccc(Br)cc1
→ 1	-8%	-11%	1.2	0%	-31%	-8%	7%
COCCCn1c(CCC(=O)O)ccc1-c1cccs1
→ -22	-6%	-1%	0.6	-13%	25%	5%	4%
CCOC(=O)C1=C(CC)Nc2ccccc2N=C1NC(=O)Nc1ccc(Cl)c(Cl)c1
→ 4	-3%	-93%[inhibitor]	-2.6	-1%	24%	-1%	4%
NC(=O)COc1ncnc2scc(-c3ccc(F)cc3)c12
→ 7	-16%	25%	0.1	-2%	4%	6%	-1%
CCn1cc(/C=C(\NC(=O)c2ccccc2Cl)C(=O)NCCN2CCOCC2)c2ccccc21
→ 1	-8%	-16%	-0.3	-7%[57.1 µM]	1%	5%	8%
